sEH act – activators of human soluble epoxide hydrolase; P34913; purified human sEH enzymatic activity, activator screen; activation, % at 2 µM; hit rate 0.04% among 91,000; AID 717; in the data active means activation above about 37%; further: values of inactives mirror those of a sister screen read the other way
Target sequence (P34913 whole entry, looked up): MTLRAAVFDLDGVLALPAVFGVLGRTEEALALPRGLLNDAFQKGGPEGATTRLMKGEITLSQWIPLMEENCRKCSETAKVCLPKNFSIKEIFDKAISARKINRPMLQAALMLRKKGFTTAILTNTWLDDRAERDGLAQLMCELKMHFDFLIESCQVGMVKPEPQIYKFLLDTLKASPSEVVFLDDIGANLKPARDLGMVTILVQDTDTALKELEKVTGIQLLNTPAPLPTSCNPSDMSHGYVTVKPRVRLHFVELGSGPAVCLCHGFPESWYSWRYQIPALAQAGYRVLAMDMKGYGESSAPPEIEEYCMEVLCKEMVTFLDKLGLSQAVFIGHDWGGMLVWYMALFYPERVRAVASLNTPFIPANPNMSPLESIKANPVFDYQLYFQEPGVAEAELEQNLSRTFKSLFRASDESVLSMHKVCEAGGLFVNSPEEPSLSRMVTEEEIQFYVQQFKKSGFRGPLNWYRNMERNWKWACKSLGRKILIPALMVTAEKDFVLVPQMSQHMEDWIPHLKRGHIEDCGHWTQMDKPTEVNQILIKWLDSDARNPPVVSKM
PostGolgi ctrl – inhibits growth of the yeast control strain; hit rate 5% among 98,000; efflux-deficient yeast background strain, growth absorbance A615, 16 h; AID 738; inhibition, % at 10 µM; in the data active means inhibition above about 30%
PTPN22 act – activators of human LYP (PTPN22) phosphatase | Q9Y2R2 | recombinant LYP, DiFMUP fluorescence; 0 = plate median, 100 = signal doubled | activation, % at 2 µM | hit rate 0.11% among 96,000 | AID 697;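 active means activation at 2 µM above a set limit, the mean plus 5 SD, cut at about 37% in these data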
Lung fibro prol – blocks proliferation of human lung fibroblasts. viability, % at 10 µM. hit rate 1.1% among 85,000. LL 47 human lung fibroblast viability, ATP luminescence; stronger effect = lower value;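 active means viability at or below 50% in the single dose screen; inactive means viability above 50%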;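 further: compound exposure lasted 72 h before the ATP readout; 100% = median luminescence of untreated cell-only wells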
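material = human LL 47 lung fibroblast cells | dosing = compounds added from tenfold dosing solution, 0.1% DMSO final | timing = overnight cell rest, 72 h compound treatment at 37 °C | measured by = CellTiter-Glo luminescence measuring cellular ATP | evaluation = % viability versus median cells-only luminescence | control set = cell-only wells, no compound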
H69AR inhibit – blocks growth of human H69AR lung tumor cells; H69AR lung tumor viability, ATP luminescence, 72 h; stronger effect = lower value; viability, % at 10 µM; hit rate 6% among 85,000; AID 598;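 active means viability at or below 40%; inactive means viability above 40%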;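 further: multidrug resistant small cell line overexpressing MRP-1 efflux transporter; 100% = mean luminescence of untreated control wells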
S1P2 blocker – blocks the human S1P2 receptor. hit rate 0.21% among 97,000. cell-based S1P2 antagonist assay, inhibition at 5 uM. inhibition, % at 5 µM; in the data active means inhibition above about 45%;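 further: CRE beta-lactamase reporter cells expressing human S1P2 stimulated with S1P; 0% = agonist at EC80 alone and 100% = agonist plus reference antagonist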
Target sequence (O95136 whole entry, looked up): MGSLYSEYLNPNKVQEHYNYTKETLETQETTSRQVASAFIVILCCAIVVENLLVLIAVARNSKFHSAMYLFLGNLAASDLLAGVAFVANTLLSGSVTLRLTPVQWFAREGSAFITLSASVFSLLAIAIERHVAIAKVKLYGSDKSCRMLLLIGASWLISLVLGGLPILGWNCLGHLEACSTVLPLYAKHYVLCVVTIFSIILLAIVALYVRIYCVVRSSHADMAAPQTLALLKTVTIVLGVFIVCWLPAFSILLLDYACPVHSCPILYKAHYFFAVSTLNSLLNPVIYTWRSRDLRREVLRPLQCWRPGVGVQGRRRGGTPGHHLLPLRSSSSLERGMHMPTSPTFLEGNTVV
HUVEC prolif 384 – human endothelial cell proliferation inhibition; HUVEC proliferation, CellTiter-Glo luminescence, 72 h; stronger effect = lower value; viability, % at 10 µM (by protocol); hit rate 1.1% among 86,000; AID 648;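 active means viability at or below 30%; inactive means viability above 30%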;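 further: 100% = median luminescence of DMSO-only cell control wells on each plate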
S1P2 ag – agonists of human S1P2 receptor. O95136. S1P2-expressing cell line, agonist reporter read-out. activation, % at 4.5 µM. hit rate 0.46% among 97,000. AID 729; in the data active means activation above about 16%;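 further: 0% = vehicle low control and 100% = maximal reference agonist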
sEH inhibitor – inhibitors of human soluble epoxide hydrolase. recombinant human sEH enzymatic activity assay. inhibition, % at 2 µM. hit rate 0.34% among 91,000. AID 707; in the data active means inhibition above about 80%; further: values of inactives mirror those of a sister screen read the other way; many of its hits are not listed in these tables
* marks the source's active call; other numbers are inactive results; . = not tested or not shown. These rows are one share of the data. The share of hits here may be higher or lower than overall.

Labels used below: A = sEH act; B = PostGolgi ctrl; C = PTPN22 act; D = Lung fibro prol; E = H69AR inhibit; F = S1P2 blocker; G = HUVEC prolif 384; H = S1P2 ag; I = sEH inhibitor
> COc1cc(C)c(S(=O)(=O)N2CCN(C)CC2)cc1C
  A: 9; B: 7; C: -1; D: 93; E: 87; F: -6; G: 95; H: -1; I: -4

> CCN(CC)C(=O)c1cc2c(=O)n3cccc(C)c3nc2n1C
  A: 9; B: 8; C: 3; D: 103; E: 67; F: 3; G: 98; H: -7; I: -7

> CC(C)OC(=O)C(CC(=O)O)NCc1ccccc1 (configuration not stated)
  A: -5; B: 0; C: -1; D: .; E: .; F: 13; G: .; H: -2; I: 8

> O=C(CSc1ncn(-c2ccccc2)n1)c1cccs1
  A: 14; B: 6; C: -4; D: 100; E: 97; F: -8; G: 94; H: 1; I: -18

> CN(C)c1ccc(C(=S)N2CCN(c3ccccc3)CC2)cc1
  A: -5; B: 10; C: -9; D: 89; E: 90; F: 19; G: 89; H: -8; I: 8

> CCN1C(=O)C(O)(CC(=O)/C=C/C=C/c2ccccc2)c2ccccc21 (configuration not stated)
  A: -4; B: 1; C: 9; D: .; E: .; F: -7; G: .; H: -5; I: 6

> Nc1ccc(Cc2nc3c(ccc4ccccc43)[nH]2)cc1
  A: 13; B: 20; C: -14; D: .; E: .; F: 12; G: .; H: -6; I: -16

> CCC(C)NC(=O)c1ccc(CS(=O)(=O)Cc2ccc(Cl)cc2)o1 (configuration not stated)
  A: 9; B: 0; C: 16; D: 98; E: 101; F: 6; G: 104; H: -10; I: -8

> CC[n+]1ccc(C)c2cc(S(=O)C(F)(F)F)ccc21 (configuration not stated)
  A: 1; B: -14; C: -12; D: 90; E: 76; F: 7; G: 93; H: -6; I: 0

> COC(=O)c1cc(NC(=O)Cc2ccc(OC)cc2)cc(C(=O)OC)c1
  A: 28; B: 8; C: -5; D: 100; E: 87; F: -25; G: 87; H: 0; I: -25

> CC1(C)CC(=O)C(C(=O)CCCCC(=O)C2C(=O)CC(C)(C)CC2=O)C(=O)C1
  A: .; B: -10; C: .; D: 99; E: 75; F: .; G: 95; H: .; I: .

> O=C(OCc1ccccc1)N1CCOCCOCCN(C(=O)OCc2ccccc2)CCOCCOCC1
  A: 20; B: 6; C: 3; D: .; E: .; F: 19; G: .; H: -6; I: -17

> Nc1nc(N2CCOCC2)nc(N(c2ccccc2)c2ccccc2)n1
  A: -4; B: 1; C: -4; D: 99; E: 100; F: -6; G: 98; H: -8; I: 3

> FC(F)(F)c1cc(-c2ccco2)nc(-n2nc(C(F)(F)F)cc2C2CC2)n1
  A: 11; B: 6; C: 7; D: 87; E: 93; F: -15; G: 99; H: -4; I: -12

> Cc1ccc(Cn2ccc(NC(=O)CCSc3nc(-c4ccco4)cc(C(F)(F)F)n3)n2)cc1
  A: 10; B: 50*; C: 1; D: 96; E: 14*; F: 6; G: 55; H: -3; I: -10

> Cc1ccc(CNC2=NCCCCC2)n1C
  A: 3; B: -2; C: 5; D: 96; E: 89; F: -4; G: 94; H: -3; I: -4

> O=C(Nc1ccccc1)N1CCC(c2nc(-c3ccc(S(=O)(=O)N4CCOCC4)cc3)no2)CC1
  A: .; B: 13; C: 8; D: 60; E: 82; F: 4; G: 62; H: -3; I: .

> CC(/C=C/c1ccc(O)cc1)=N/O
  A: -21; B: .; C: 13; D: 103; E: 58; F: -4; G: 98; H: -4; I: 23

> CCOC(=O)c1ccc2c(c1)nc(COc1ccc(OC)cc1)n2CC
  A: 17; B: 0; C: -10; D: 93; E: 80; F: -16; G: 97; H: -4; I: -17

> CC(C)(C)c1ccc(NC(=O)COC(=O)C2=COCCO2)cc1
  A: -6; B: -2; C: -3; D: 84; E: 97; F: 24; G: 99; H: -6; I: 5

> C=CCNC(=O)CN(c1ccccc1OCC)S(=O)(=O)c1ccc(C)cc1
  A: 3; B: 15; C: -3; D: 93; E: 88; F: 5; G: 102; H: -3; I: -3

> N#Cc1cn(-c2ccccc2)nc1-c1ccccc1
  A: 6; B: 21; C: 5; D: 89; E: 84; F: 2; G: 92; H: 3; I: -6

> Nc1c2c(=O)oc(-c3ccccc3)cc2nn1-c1ccccc1
  A: 12; B: 16; C: 6; D: .; E: .; F: 9; G: .; H: -7; I: -11

> COc1ccc(-c2ccnc3nc(N4CCN(c5ccccc5)CC4)nn23)cc1
  A: -6; B: 53*; C: -12; D: .; E: .; F: -1; G: .; H: -6; I: 5

> Cc1ccc(CC(=O)NCc2ccc3c(c2)OCO3)cc1
  A: -4; B: 8; C: 1; D: 100; E: 92; F: -38; G: 101; H: -3; I: 4

> CCOc1ccccc1N1C(=O)CC(N(O)c2ccccc2)C1=O (configuration not stated)
  A: 11; B: 8; C: -10; D: 91; E: 75; F: -24; G: 91; H: -3; I: -9

> C=CCSc1nnc2c(n1)OC(c1c(C)[nH]n(-c3ccccc3)c1=O)Nc1ccccc1-2 (configuration not stated)
  A: -11; B: 40*; C: 5; D: .; E: .; F: -9; G: .; H: -3; I: 9

> Cc1nc2nc3c(cn2n1)C(=O)CC(c1ccccc1)C3 (configuration not stated)
  A: 3; B: 4; C: 3; D: 103; E: 96; F: 4; G: 104; H: -2; I: -2

> CCOC1(OCC)C(c2ccc(Cl)cc2)C(C#N)(C#N)C1(OCC)OCC (configuration not stated)
  A: -19; B: 12; C: -3; D: .; E: .; F: 8; G: .; H: -6; I: 20

> COc1ccc(NC(=O)C23CCC(C2)C(C)(C)C3=O)cc1 (configuration not stated)
  A: -6; B: 9; C: 9; D: 96; E: 96; F: 14; G: 98; H: -3; I: 8

> Cc1ccc(Nc2nnns2)cc1
  A: 5; B: 11; C: -8; D: 105; E: 88; F: 3; G: 109; H: -7; I: -2

> O=c1c(-c2ccccc2)coc2c(CN3CCCC3)c(O)ccc12
  A: -6; B: -5; C: 13; D: 94; E: 103; F: -6; G: 99; H: -3; I: 9

> CC1CCCCN1CCNC(=O)C1CC(=O)N(c2ccc(F)c(Cl)c2)C1 (configuration not stated)
  A: -1; B: 25; C: 16; D: .; E: .; F: -8; G: .; H: -6; I: 4

> COc1cc2c(cc1NC(=O)CSCC(=O)O)oc1ccccc12
  A: .; B: -2; C: .; D: 99; E: 90; F: .; G: 96; H: .; I: .

> Cc1cccc(CN2CCC(C(N)=O)CC2)c1
  A: -17; B: 1; C: 2; D: 99; E: 105; F: 4; G: 89; H: -3; I: 15

> CCCOC(=O)c1c(NC(=O)CSc2nc(-c3ccco3)cc(C(F)(F)F)n2)sc(C(=O)OC)c1C
  A: -6; B: 1; C: 3; D: 96; E: 88; F: -8; G: 108; H: -5; I: 6

> O=C(Cc1ccc(F)cc1)Nc1ccc(F)c([N+](=O)[O-])c1
  A: -5; B: 10; C: 7; D: .; E: .; F: 20; G: .; H: -6; I: 8

> CC(C)(C)n1nnnc1C(c1ccccc1)N1CCc2ccccc2C1 (configuration not stated)
  A: -3; B: 22; C: 6; D: 90; E: 87; F: 19; G: 100; H: -4; I: 2

> Cc1cc(-n2ccc(=O)[nH]c2=O)nc(-c2ccccc2)n1
  A: 0; B: 31*; C: 6; D: 98; E: 79; F: -9; G: 92; H: 1; I: 0

> COc1ccc(OCC(O)Cn2c(=N)n(CCN3CCCCC3)c3ccccc32)cc1 (configuration not stated)
  A: .; B: 7; C: .; D: 63; E: 95; F: .; G: 40; H: .; I: .

> Cc1ccc(S(=O)(=O)N2CCCC2C(=O)O)cc1 (configuration not stated)
  A: 2; B: 11; C: -5; D: 104; E: 95; F: 15; G: 112; H: -6; I: -2

> COc1ccc(NC(=O)CSc2nncs2)cc1OC
  A: 1; B: 8; C: -4; D: 102; E: 89; F: 1; G: 97; H: 2; I: -1

> COc1cccc(/C=C2/CN(C)CC3=C2OC(N)=C(C#N)C3c2cccc(OC)c2)c1 (configuration not stated)
  A: -3; B: 6; C: -1; D: 94; E: 59; F: -11; G: 87; H: 0; I: 6

> Cc1ccccc1CN1CCN(C(=O)c2cccc(F)c2)CC1
  A: -4; B: 7; C: 4; D: 96; E: 103; F: -9; G: 91; H: 0; I: 7

> O=C1c2ccccc2C(=O)N1c1ccccc1S(=O)C(F)(F)F (configuration not stated)
  A: -6; B: 1; C: 2; D: 95; E: 96; F: 7; G: 102; H: -10; I: 7

> O=C(CSc1nnc(-c2ccco2)n1CC1CCCO1)c1ccccc1 (configuration not stated)
  A: -1; B: 11; C: -2; D: 101; E: 95; F: -12; G: 97; H: -3; I: 0

> CN(C)C(=O)CSc1nc2ccccc2c(=O)[nH]1
  A: 6; B: 27; C: 8; D: 96; E: 99; F: 5; G: 91; H: -1; I: -3

> O=C(Nc1cccnc1)C1(F)C(F)(F)C(F)(F)C(F)(F)C(F)(F)C1(F)F
  A: 11; B: 6; C: -2; D: 94; E: 81; F: -32; G: 82; H: -8; I: -11

> C=CCNC(=O)C(C)Sc1ccc(Cl)cc1 (configuration not stated)
  A: 2; B: 1; C: 4; D: 106; E: 91; F: 4; G: 102; H: -2; I: 2

> N#Cc1ncc(C(F)(F)F)cc1Sc1ccc(N)cc1
  A: 9; B: -3; C: -5; D: 94; E: 36*; F: -6; G: 89; H: -3; I: -10

> CCOc1ccc(OCC)c(NC(=O)CSc2nc3ccccc3c(=O)n2C)c1
  A: .; B: 8; C: 2; D: 59; E: 98; F: 7; G: 79; H: -3; I: .

> CC(=O)Cc1nsc(NC(=O)c2ccc(COc3ccc(C)cc3)o2)n1
  A: -4; B: 6; C: 10; D: 105; E: 93; F: 0; G: 94; H: -6; I: 4

In another format: entries from further up.
Molecule,sEH act,PostGolgi ctrl,PTPN22 act,Lung fibro prol,H69AR inhibit,S1P2 blocker,HUVEC prolif 384,S1P2 ag,sEH inhibitor
CC(C)OC(=O)C(CC(=O)O)NCc1ccccc1 (configuration not stated),-5,0,-1,.,.,13,.,-2,8
O=C(CSc1ncn(-c2ccccc2)n1)c1cccs1,14,6,-4,100,97,-8,94,1,-18
CN(C)c1ccc(C(=S)N2CCN(c3ccccc3)CC2)cc1,-5,10,-9,89,90,19,89,-8,8
CCN1C(=O)C(O)(CC(=O)/C=C/C=C/c2ccccc2)c2ccccc21 (configuration not stated),-4,1,9,.,.,-7,.,-5,6
Nc1ccc(Cc2nc3c(ccc4ccccc43)[nH]2)cc1,13,20,-14,.,.,12,.,-6,-16
CCC(C)NC(=O)c1ccc(CS(=O)(=O)Cc2ccc(Cl)cc2)o1 (configuration not stated),9,0,16,98,101,6,104,-10,-8
CC[n+]1ccc(C)c2cc(S(=O)C(F)(F)F)ccc21 (configuration not stated),1,-14,-12,90,76,7,93,-6,0
COC(=O)c1cc(NC(=O)Cc2ccc(OC)cc2)cc(C(=O)OC)c1,28,8,-5,100,87,-25,87,0,-25
